Assay outcomes as filed in PubChem BioAssay.
BRCA1 expr act – qHTS Assay to Identify Small Molecule Activators of BRCA1 Expression | 380,000 compounds, 1.1% hits | MCF7-BRCA1-FFLuc reporter, luminescence, 48 h; response scale: scaled: vehicle 0%, 10 µM genistein 100% | AID 624202, 2012 | Potency, µM (doses to about 46.1 µM), for the others: at the highest dose activation, hits mostly activators; further: nearly all actives have a fitted effect of over 80% in size; some results filed as inactive show a strong effect at the top dose
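MCF7-BRCA1-FFLuc cells, 2000/well in phenol-red-free MEM, attached 2 h then treated 48 h at 37 C. Luciferase luminescence read 15 min after reagent; normalized to genistein maximum activation (10microM) and DMSO, concentration-response fitted.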
NPC1 promoter act – qHTS Assay for NPC1 Promoter Activators | Potency, µM (top dose mostly 9.22 µM), for inactives: at the top dose activation, hits mostly activators | Huh7 NPC1 promoter luciferase reporter, 24 h | 320,000 compounds, 2.4% hits;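 further: % of control where 0% means no effect; nearly all actives have a fitted effect of over 60% in size; reporter is driven by a mutant NPC1 promoter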
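Cells: Huh7 expressing luciferase under the NPC1 promoter, 1500/well. Seeded 2 h, compound added, incubated 24 h at 37 °C. Luciferase reagent, 10 min ambient, then luminescence.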
p53 reactivator – qHTS assay for re-activators of p53 using a Luc reporter. 320,000 compounds, 0.063% hits. Potency, µM (top dose mostly 92.2 µM), inactives show at the highest dose activity change, positive = activation, hits mostly activators. H1299 p53-A138V BP100-luciferase reporter, luminescence, 24 h. AID 504706, 2011; further: % of control where 0% means no effect; nearly all actives have a fitted effect of over 45% in size
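H1299 (p53-null), stable ts p53-A138V + BP100-Luc; 1000 cells/well, Opti-MEM/10% FBS; cpd 4 pt, 1:5; 24 h, 37 deg C, 5% CO2; detection reagent 10 min RT; luminescence.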
uPA generation – qHTS for Inhibitors of Cell Surface uPA Generation; cell surface uPA generation assay, qHTS; Potency, µM (doses to about 38.3 µM), inactives show top-dose activity change, negative = inhibition, usual class: inhibitors; 330,000 compounds, 0.31% hits; active means well fitted inhibition curve with a large enough effect; inconclusive means small, poorly fitted or top-dose-only effect; inactive means no such curve, though single readings can be large or run the other way; tested in mouse RAW 264.7 cells; further: on the % scale 0 is the no-effect control and ±100 the full control effect; nearly all actives have a fitted effect of over 55% in size
VP16 counter – VP16 counterscreen qHTS for inhibitors of ROR gamma transcriptional activity | Potency, µM (titrated, usually from 53.6 µM), inactives show at the top dose activity, negative = inhibition, usual class: inhibitors | 310,000 compounds, 3.5% hits | Drosophila S2 Gal4-VP16 UAS-luciferase, luminescence, 20 h;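 further: Gal4-VP16 expression switched on by copper sulfate through the metallothionein promoter; on the % scale 0 is the no-effect control and ±100 the full control effect; nearly all actives have a fitted effect of over 50% in size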
MBNL1-CUG inh – qHTS Assay for Inhibitors of MBNL1-poly(CUG) RNA binding. Muscleblind-like protein 1 (Homo sapiens), Q9NR56. 280,000 compounds, 0.036% hits. TR-FRET MBNL1-His/biotin-(CUG)12 binding, 665/545 ratio. Potency, µM (doses to about 57.5 µM), inactives show top-dose activity change, negative = inhibition, most hits filed as inhibitors; active means well fitted inhibition curve with a large enough effect in the signal ratio, with a control signal flat, not every such curve was filed as active; inconclusive means small, poorly fitted or top-dose-only effect, or effect the other way, or a change in a side signal; inactive means no such curve, though single readings can be large or run the other way; the % refers to the signal ratio; further: on the % scale 0 is the no-effect control and ±100 the full control effect
Target sequence (Q9NR56 whole entry, looked up): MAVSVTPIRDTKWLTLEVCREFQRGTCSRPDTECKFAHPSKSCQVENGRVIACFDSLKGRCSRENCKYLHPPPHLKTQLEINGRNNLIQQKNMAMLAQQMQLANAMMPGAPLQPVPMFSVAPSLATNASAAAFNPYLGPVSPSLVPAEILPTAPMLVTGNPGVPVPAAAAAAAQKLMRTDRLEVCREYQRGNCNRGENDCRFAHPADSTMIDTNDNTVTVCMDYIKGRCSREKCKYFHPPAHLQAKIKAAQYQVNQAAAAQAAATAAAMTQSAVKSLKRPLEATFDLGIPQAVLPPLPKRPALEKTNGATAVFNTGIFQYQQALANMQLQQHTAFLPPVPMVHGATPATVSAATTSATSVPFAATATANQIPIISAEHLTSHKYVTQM
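TR-FRET readout: Ex 340 nm, 665/545 nm emission ratio, normalized to buffer-only (basal) and MBNL1-(CUG)12 controls. Complex of MBNL1-His with Biotin-(CUG)12, compounds 92 nM–58 uM, incubated 60 min at room temperature.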
FLuc modulator – qHTS profiling assay for firefly luciferase inhibitor/activator using purifed enzyme and Km concentrations of substrates (counterscreen for miR-21 project); purified FLuc, Km substrates, luminescence inhibition; Potency, µM (series often up to 57.5 µM), without a hit: top-dose activity change, negative = inhibition, most hits filed as inhibitors; 360,000 compounds, 6.9% hits; AID 588342, 2011;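 further: plate controls were vehicle for no effect and reference inhibitor for full effect; nearly all actives have a fitted effect of over 55% in size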
Target sequence (P08659 whole entry, looked up): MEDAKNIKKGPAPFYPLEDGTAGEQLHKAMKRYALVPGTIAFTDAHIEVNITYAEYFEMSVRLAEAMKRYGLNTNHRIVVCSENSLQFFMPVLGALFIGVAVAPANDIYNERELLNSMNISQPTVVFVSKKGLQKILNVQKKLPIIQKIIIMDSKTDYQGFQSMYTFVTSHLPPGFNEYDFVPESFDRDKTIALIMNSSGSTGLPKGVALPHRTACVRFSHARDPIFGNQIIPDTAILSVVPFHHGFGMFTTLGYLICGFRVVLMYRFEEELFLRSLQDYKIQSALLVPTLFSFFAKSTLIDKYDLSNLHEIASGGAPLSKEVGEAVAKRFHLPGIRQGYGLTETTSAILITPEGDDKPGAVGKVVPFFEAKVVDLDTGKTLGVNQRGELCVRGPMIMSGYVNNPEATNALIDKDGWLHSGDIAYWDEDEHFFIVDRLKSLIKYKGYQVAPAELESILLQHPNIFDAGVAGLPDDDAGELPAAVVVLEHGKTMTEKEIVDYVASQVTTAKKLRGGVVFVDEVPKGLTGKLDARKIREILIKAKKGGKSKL
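Biochemical qHTS of compounds, final roughly 60 µM downward over six points, against 10 nM purified firefly luciferase using Km concentrations of substrates (10 uM D-luciferin, 10 uM ATP) in Tris acetate pH 7.5 buffer; luminescence output.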
Rab9 promoter act – qHTS Assay for Rab9 Promoter Activators; Huh7 Rab9 promoter-luciferase reporter, luminescence, 24 h; Potency, µM (series often up to 9.22 µM), for inactives: at the top dose activation, negative = inhibition, hits mostly activators; 320,000 compounds, 2.8% hits; AID 485297, 2010; further: % of control where 0% means no effect; nearly all actives have a fitted effect of over 60% in size
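Quantitative HTS format; Huh7 Rab9-luciferase reporter cells (1500/well) receive compound 2 h post-plating, incubate 24 h at 37 °C, then get luciferase reagent for 10 min before luminescence reading.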
ELG1 genotox – qHTS screen for small molecules that induce genotoxicity in human embryonic kidney (HEK293T) cells expressing luciferase-tagged ELG1; HEK293T ELG1-luciferase reporter, luminescence, 16 h; 330,000 compounds, 1.3% hits; Potency, µM (series often up to 46 µM), for inactives: at the highest dose activity change, positive = activation, actives largely listed as activators; further: % of control where 0% means no effect; nearly all actives have a fitted effect of over 60% in size
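Luminescence read-out: rising ELG1-luciferase signal, reflecting elevated ELG1 protein under genetic stress, flags genotoxic compounds. Cells were treated for 16 hr at 37 °C before ONE-Glo detection.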
RORg inh – qHTS for inhibitors of ROR gamma transcriptional activity; Potency, µM (series often up to 53.6 µM), for inactives: at the top dose activity change, negative = inhibition, usual class: inhibitors; Drosophila S2 Gal4-RORgamma UAS-luciferase reporter, 20 h; 310,000 compounds, 5.4% hits; AID 2551, 2010; Nuclear receptor ROR-gamma (Mus musculus), P51450; further: on the % scale 0 is the no-effect control and ±100 the full control effect; nearly all actives have a fitted effect of over 60% in size
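Stably transfected Drosophila Schneider cells are the test system, with ROR gamma fused to Gal4 and luciferase under UAS control; luminescence is read after 20 hr of 700 uM copper sulfate induction at ambient temperature.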
Active calls of the source: *; u = inconclusive; x = not tested or not shown; [ ] = dose if it differs, or a comment. Unless noted, the call rests on the fitted dose curve; in most records, active means well fitted curve in the direction sought with a large enough effect; inconclusive means small, poorly fitted or top-dose-only effect, or another doubt; inactive means no such curve, though single readings can be large; an effect the other way counts as inactive or inconclusive. Potency means the concentration at half of the fitted maximal effect. Outcome played no part in choosing rows, and some 13% of all compounds hit somewhere here.

SMILES	BRCA1 expr act	NPC1 promoter act	p53 reactivator	uPA generation	VP16 counter	MBNL1-CUG inh	FLuc modulator	Rab9 promoter act	ELG1 genotox	RORg inh
CCC(Oc1ccc(C)cc1)C(=O)Nc1ccc(S(=O)(=O)Nc2cc(C)on2)cc1 (stereo not given)	-2%	1%	-5%	7%	-5%	-3%	6%	6%	3%	-10%
CCN(C(=O)CSc1nnc(C)n1-c1cccc(C)c1)C1CCS(=O)(=O)C1 (stereo not given)	3%	1%	5%	-8%	x	x	x	0%	1%	x
O=C(Cc1cccc2ccccc12)OCn1nnc2ccccc2c1=O	-4%	1%	-1%	3%	-10%	u	-19%	-3%	u	-4%
CCOc1cc(CNc2ccc(N(C)C)cc2)cc(Br)c1OCC(=O)NC(C)(C)C	-41%	-3%	19%	-4%	-12%	u	1%	-2%	1%	10µM*
CN(C)CCN(Cc1cccs1)S(=O)(=O)c1csc(C(N)=O)c1	-2%	0%	2%	-3%	-2%	0%	4%	-7%	0%	4%
CN/S(=N/S(=O)(=O)c1ccccc1)c1ccc(C)cc1 (stereo not given)	12%	-2%	-6%	2%	-15%	-4%	3%	4%	-3%	3%
C/C=C/C(=O)OCC(=O)Nc1cc(OC)c([N+](=O)[O-])cc1C	9%	12%	0%	18%	-6%	x	2%	1%	-9%	-25%
Cc1ccc(C)c2nc(Cl)c(C3NC(=O)c4ccccc4N3)cc12 (stereo not given)	-53%	-12%	-3%	u	u	25%	-14%	0%	-10%	40%
COc1cc2c(cc1NC(=O)CC1SC(N3CCCC3)=NC1=O)oc1ccccc12 (stereo not given)	-59%	1%	-4%	9%	2%	-6%	-5%	-4%	-8%	16%
COc1ccc(C(=O)/C=C/C(=O)N(Cc2ccc3c(c2)OCO3)C(C(=O)NC2CCCCC2)c2ccncc2)c(O)c1 (stereo not given)	-80%	-1%	-5%	-9%	u	4%	-2%	2%	-5%	u
O=c1c2ccccc2oc2cc(-c3ccc4cc[nH]c4c3)ccc12	u	x	16%	7%	x	x	x	x	u	x
CCNC(C(=O)c1c[nH]c2c(CC)cccc12)c1ccccc1 (stereo not given)	-22%	0%	-6%	-1%	0%	3%	0%	1%	7%	7%
CC(C)c1ccc(NC(=O)CSc2n[nH]c(=O)n2Cc2ccco2)cc1	-22%	-5%	-3%	-6%	1%	x	1%	-17%	-10%	u
COC(=O)c1ccc(C(=O)N(C)C2CCCN(Cc3ccccc3F)C2)nc1 (stereo not given)	0%	1%	x	4%	-16%	-4%	6%	1%	2%	-2%
CSC(=NC#N)N1CCN(c2cccc(Cl)c2)CC1	-42%	-1%	-2%	-9%	0%	-5%	-11%	3%	-2%	-4%
CN(Cc1ccccc1)C(=O)c1ccc(NC(=O)Cc2ccc([N+](=O)[O-])cc2)cc1	0%	x	-3%	10%	x	x	x	x	-2%	x
COc1ccc2[nH]cc(CCNS(=O)(=O)c3ccc(NC(C)=O)cc3)c2c1	-12%	1%	-3%	-2%	-3%	-4%	-4%	-1%	-3%	-2%
N=c1n(CC(=O)c2cccs2)c2ccccc2n1Cc1ccccc1	-8%	0%	-3%	-15%	-23%	0%	3%	-11%	-8%	-10%
CCOc1ccc(C2C(C(=O)c3cccs3)=C(O)C(=O)N2CCN2CCOCC2)cc1 (stereo not given)	-9%	-4%	13%	-7%	-18%	10%	-1%	0%	1%	7%
C[C@H](NC(=O)N1CCC(Cc2ccccc2)CC1)C(=O)O	-1%	2%	7%	1%	-3%	0%	-3%	-3%	-3%	-3%
c1ccc(CCNc2nc(-c3ccncc3)nc3ccccc23)cc1	-38%	-23%	1%	0%	-11%	1%	-1%	-19%	-16%	u
CCOc1ccc(S(=O)(=O)Nc2ccccc2SC)c2cccnc12	-30%	-2%	-5%	-4%	5%	9%	0%	0%	-5%	-3%
C1CCC(Nc2nc3nonc3nc2N2CCSCC2)C1	2%	-4%	3%	5%	-7%	u	0%	-8%	1%	16%
CCn1nc(C)cc1C(=O)N(C)C1CCCN(Cc2ccccc2F)C1 (stereo not given)	-3%	-4%	-8%	11%	0%	0%	1%	-1%	0%	1%
CCCN(CCC)S(=O)(=O)c1ccc(C(=O)NCc2n[nH]c(=S)n2-c2ccc(Cl)c(Cl)c2)cc1	-1%	-2%	-2%	1%	2%	-3%	u	-3%	0%	-18%

One compound at a time, as listed above:
Entry for `CN(C)CCN(Cc1cccs1)S(=O)(=O)c1csc(C(N)=O)c1` = BRCA1 expr act = -2%; NPC1 promoter act = 0%; p53 reactivator = 2%; uPA generation = -3%; VP16 counter = -2%; MBNL1-CUG inh = 0%; FLuc modulator = 4%; Rab9 promoter act = -7%; ELG1 genotox = 0%; RORg inh = 4%
Entry for `COC(=O)c1ccc(C(=O)N(C)C2CCCN(Cc3ccccc3F)C2)nc1` (stereo not given) = BRCA1 expr act = 0%; NPC1 promoter act = 1%; p53 reactivator = x; uPA generation = 4%; VP16 counter = -16%; MBNL1-CUG inh = -4%; FLuc modulator = 6%; Rab9 promoter act = 1%; ELG1 genotox = 2%; RORg inh = -2%

The listing picks up; the 2 compounds before the break are reprinted first.
SMILES	BRCA1 expr act	NPC1 promoter act	p53 reactivator	uPA generation	VP16 counter	MBNL1-CUG inh	FLuc modulator	Rab9 promoter act	ELG1 genotox	RORg inh
CCn1nc(C)cc1C(=O)N(C)C1CCCN(Cc2ccccc2F)C1 (stereo not given)	-3%	-4%	-8%	11%	0%	0%	1%	-1%	0%	1%
CCCN(CCC)S(=O)(=O)c1ccc(C(=O)NCc2n[nH]c(=S)n2-c2ccc(Cl)c(Cl)c2)cc1	-1%	-2%	-2%	1%	2%	-3%	u	-3%	0%	-18%
Cc1cnc(C)c(N2CCN(Cc3cn(C)nc3-c3cccc(Cl)c3)CC2)n1	-6%	-2%	-1%	-9%	4%	5%	0%	-4%	-9%	24%
Nc1c(C(=O)Nc2ccc3c(c2)OCCO3)nnn1Cc1ccc(F)cc1	8.9µM*	2.5µM*	26%	-10%	x	x	u	2.2µM*	u	x
COc1ccc(C(=O)NCC(=O)N/N=C/c2cn[nH]c2-c2ccccc2)cc1	9%	-2%	-2%	-1%	5%	-4%	-1%	1%	21%	1%
O=c1c2ccccc2ncn1-c1ccc2c(c1)OCCO2	u	u	10%	-7%	18%	-3%	u	2.8µM*	u	-13%
O=C(CN1C(=O)C2C3c4ccccc4C(c4ccccc43)C2C1=O)Nc1cccc(C(=O)O)c1 (stereo not given)	-3%	-1%	-1%	-1%	-14%	-1%[11.5 µM]	6%	-7%	0%	12%
CCCCN(C)CCN1C(=O)C2C(C(=O)Nc3ccc(C)cc3)C3C=CC2(O3)C1C(=O)NC1CCCCC1 (stereo not given)	-15%	-19%	-2%	-6%	-3%	-2%	-4%	-1%	-4%	14%
COc1ccc(/C=C/C(=O)C2CC2)cc1COc1cccc(C)c1C	-70%	-4%	0%	-8%	-6%	6%	0%	-7%	-10%	18%
O=C(NCCN1CCOCC1)c1cc2sccc2n1Cc1ccc(F)cc1	0%	-4%	-4%	x	3%	8%	0%	4%	1%	-8%
Cc1c(S(=O)(=O)N(C)C2CCCCC2)c(=O)n(C)c(=O)n1C	0%	-2%	3%	-28%	x	x	0%	-1%	-4%	x
CS(=O)(=O)c1nc(S(=O)(=O)c2ccc(Cl)cc2)c(N2CCN(CCO)CC2)s1	-40%	-3%	-4%	-10%	-1%	-6%	6%	-1%	-10%	-27%
COc1ccccc1-n1c(SCC(=O)Nc2ccccc2C)nc(O)cc1=O	14%	-1%	5%	x	-1%	-3%	-1%	8%	-2%	-9%
COc1cc2c(cc1O)C(SC)=NC(C)(C)C2	-85%[inhibitor]	-2%	-24%	-5%	-14%	-12%	0%	-4%	7%	2%
O=C(NCc1cccnc1)NC1CC(=O)N(c2ccc3c(c2)OCCO3)C1 (stereo not given)	-8%	-6%	6%	5%	0%	0%	5%	-4%	0%	-7%
Cc1oc(C(C)(C)C)cc1C(=O)NCC(=O)NCC(=O)O	-4%	6%	2%	-4%	-14%	3%	-8%	3%	-1%	-11%
Cc1cc(=O)oc2c3c(cc(OCC(=O)NCCCn4ccnc4)c12)OC(C)(C)CC3	-16%	-3%	x	-4%	-3%	-3%	3%	-10%	12%	-13%

Just Rab9 promoter act, NPC1 promoter act and VP16 counter (two entries from above):
mol | Rab9 promoter act | NPC1 promoter act | VP16 counter
Cc1c(S(=O)(=O)N(C)C2CCCCC2)c(=O)n(C)c(=O)n1C | -1% | -2% | x
Cc1cnc(C)c(N2CCN(Cc3cn(C)nc3-c3cccc(Cl)c3)CC2)n1 | -4% | -2% | 4%
